Source: PubChem (National Center for Advancing Translational Sciences (NCATS))
GPT2 inhibitor: GPT2 alanine aminotransferase inhibition | Recombinant GPT2, coupled pyruvate oxidase/HRP Amplex Red fluorescence | Q8TD30 | Potency, µM (doses to about 57.7 µM), for inactives: at the highest dose activity change, negative = inhibition, actives largely listed as inhibitors | 0.25% of 100,000 active | AID 1671188; also: potency is read from the fitted curve at half-maximal effect; nearly all actives have a fitted effect of over 60% in size; many of its hits are not listed in these tables
Target sequence (Q8TD30 whole entry, looked up): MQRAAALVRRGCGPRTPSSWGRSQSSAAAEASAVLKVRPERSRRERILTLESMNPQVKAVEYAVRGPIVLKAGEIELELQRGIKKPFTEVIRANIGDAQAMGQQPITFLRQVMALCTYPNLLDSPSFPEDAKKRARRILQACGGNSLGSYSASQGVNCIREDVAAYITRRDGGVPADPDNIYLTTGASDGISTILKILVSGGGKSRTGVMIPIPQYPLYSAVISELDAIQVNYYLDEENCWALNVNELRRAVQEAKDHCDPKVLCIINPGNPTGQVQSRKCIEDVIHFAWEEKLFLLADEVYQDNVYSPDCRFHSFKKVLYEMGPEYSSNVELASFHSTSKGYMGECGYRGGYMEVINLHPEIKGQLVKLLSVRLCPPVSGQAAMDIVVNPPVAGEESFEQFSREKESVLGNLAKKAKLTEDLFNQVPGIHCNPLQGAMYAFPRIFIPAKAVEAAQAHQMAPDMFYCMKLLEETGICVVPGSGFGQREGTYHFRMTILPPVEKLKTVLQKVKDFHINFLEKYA
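Fluorescence of coupled pyruvate oxidase/HRP/Amplex Red system (50uM Amplex, 30 min, dark) reports pyruvate formed by GPT2. Enzyme reaction: 10ng/uL GPT2, 2mM L-alanine, 250uM a-KG, 30 min room temperature, pH 7.5; 50uM AOA control.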
IP6K1 inh: blocks human inositol hexakisphosphate kinase 1 | Q92551 | IP6K1 kinase, ADP-Glo luminescence, 2 h; active compounds read low | activity change, % (series mostly up to about 58 µM) | 0.81% of 140,000 active; in the data active = activity change below about -25%
Target sequence (Q92551 whole entry, looked up): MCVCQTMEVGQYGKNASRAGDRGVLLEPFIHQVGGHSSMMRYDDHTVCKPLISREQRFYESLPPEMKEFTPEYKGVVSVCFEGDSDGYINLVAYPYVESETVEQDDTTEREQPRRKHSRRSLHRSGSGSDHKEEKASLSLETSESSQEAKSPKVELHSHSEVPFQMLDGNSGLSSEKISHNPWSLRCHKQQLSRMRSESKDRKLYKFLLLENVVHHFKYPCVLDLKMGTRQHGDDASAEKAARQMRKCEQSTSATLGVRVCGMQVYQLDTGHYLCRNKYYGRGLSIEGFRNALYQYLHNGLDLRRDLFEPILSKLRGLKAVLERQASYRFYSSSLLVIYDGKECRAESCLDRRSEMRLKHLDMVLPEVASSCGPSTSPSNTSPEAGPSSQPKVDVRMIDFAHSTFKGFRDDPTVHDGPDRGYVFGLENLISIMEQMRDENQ
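ADP-Glo luminescence measures ADP made by human IP6K1 during a 2 h RT reaction with ATP/IP6 (mix at 1.3 mM/130 uM); top library doses 57.5 and 19.1 uM final.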
SNCA expr inhib: inhibitors of alpha-synuclein (SNCA) gene expression. Potency, µM (series often up to 57.2 µM), for the others: at the highest dose activity change, negative = inhibition, actives largely listed as inhibitors. 0.17% of 140,000 active. AID 1671194. HEK-293 SNCA-luciferase knock-in, luminescence, 24 h;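 also: potency is read from the fitted curve at half-maximal effect; plate controls were DMSO cells for no effect and cell-free wells for full effect; nearly all actives have a fitted effect of over 45% in size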
SNCA viab count: cell viability loss counter-screen. HEK-293-SNCA-luc viability, GF-AFC fluorescence, 24 h. Potency, µM (highest dose often 57.1 µM), for inactives: top-dose activity change, negative = cytotoxicity, usual class: cytotoxic. 0.12% of 150,000 active. AID 1671193;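 also: potency is read from the fitted curve at half-maximal effect; 0% = DMSO-treated cells and -100% = medium-only wells without cells; nearly all actives have a fitted effect of over 30% in size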
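Cytotoxicity counterscreen: after 24 h compound treatment of genome-edited SNCA-luciferase HEK-293 cells, live-cell protease substrate GF-AFC read by fluorescence after 30 min; activity scaled between DMSO (0%) and medium-only (-100%), curves Hill-fitted.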
HEK293 tox: cytotoxic compounds in HEK 293 cells. 6.6% of 94,000 active. HEK 293 viability, ATP luminescence (CellTiter-Glo), 48-72 h. Potency, µM (series often up to 115 µM), for inactives: at the top dose activity change, negative = cytotoxicity, hits mostly inhibitors. AID 1345083; also: potency is read from the fitted curve at half-maximal effect; nearly all actives have a fitted effect of over 60% in size
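Cells seeded first (HEK 293, 250 cells/well), then compound added by pintool. Incubation ran 48 or 72 hr at 37 degree Celsius. CellTiter-Glo was added and luminescence imaged after 10 min at room temperature.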
FLuc inh: blocks purified firefly luciferase enzyme activity | P08659 | purified P. pyralis luciferase, luminescence, biochemical | Potency, µM (highest dose often 115 µM), for inactives: at the highest dose activity change, negative = inhibition, most hits filed as inhibitors | 2.5% of 76,000 active | AID 1347043; also: potency is read from the fitted curve at half-maximal effect; nearly all actives have a fitted effect of over 65% in size
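Purified P. pyralis luciferase (10nM final) in 50mM Tris acetate pH 7.5, 10mM Mg acetate, 0.01% Tween-20, 0.05% BSA with 10uM D-luciferin and 10uM ATP. Compounds titrated qHTS. Luminescence imaged on CCD.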
NIH3T3 tox: cytotoxic compounds in NIH 3T3 cells; 4.3% of 94,000 active; NIH 3T3 viability, CellTiter-Glo ATP luminescence, 48-72 h; Potency, µM (series often up to 96.7 µM), inactives show at the highest dose activity change, negative = cytotoxicity, most hits filed as inhibitors; also: potency is read from the fitted curve at half-maximal effect; nearly all actives have a fitted effect of over 55% in size
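ATP-dependent luminescence (CellTiter-Glo) served as the viability signal for NIH 3T3 cells treated with compound for 48 or 72 hr at 37 °C.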
The depositor's hits bear a star; i = inactive; u = inconclusive; x = no result given; & = joins results of further samples; [ ] = another dose, or the depositor's remark. Unless noted, calls follow the shape of the dose curve; as a rule, active = well fitted curve in the direction sought with a large enough effect; inconclusive = small, poorly fitted or top-dose-only effect, or another doubt; inactive = no such curve, though single readings can be large; an effect the other way counts as inactive or inconclusive. Unless noted, % is scaled to controls: 0 for no effect and ±100 for the full control effect. The list is partial (hit frequency here may not be typical).

SMILES | GPT2 inhibitor | IP6K1 inh | SNCA expr inhib | SNCA viab count | HEK293 tox | FLuc inh | NIH3T3 tox
O=C(CC[C@H]1NC(=O)c2ccccc2NC1=O)NCCCc1nc2ccccc2[nH]1 | -6.3% | -4.2 | 1.9% | -2.0% | 24.5% | 6.5% | i
Cc1nn2c(c1-c1ccccc1Oc1ccccc1)N(C(=O)Cc1ccc(O)cc1)CCC2 | 4.1%[88.5 µM] | 1.7 | u | u | 89.1µM* | -7.5%[172 µM] | 79.4µM*
Cc1ccc(CSCC(=O)NCc2ccc(F)cc2)cc1 | x | -9.0 | 9.7% | 3.8% | x | x | x
COc1cc(CCC(=O)N2CC(c3noc(C4CCCN4C)n3)C2)on1 (stereo not given) | 3.9% | -1.5 | 7.8% | 0.7%[12.5 µM] | -8.2% | 8.7% | i
CNc1ccc(-c2noc([C@@H]3CCCN3Cc3cccc(OC)c3)n2)cn1 | -38.5%[88.5 µM] | 0.8 | 40.8%[activator][87.6 µM] | -7.9%[87.6 µM] | -23.8%[172 µM] | u | -21.7%[174 µM]
CC1(c2cccnc2)N(CCOc2ccccc2)C(=O)OC12CCN(C(=O)Cc1cccc(F)c1)CC2 (stereo not given) | -6.8% | -5.2 | -19.5% | 6.9% | -16.0% | -1.5% | u
Cc1cc2ccccc2n1CCC(=O)N1CC[C@@](C)(O)[C@@H](O)C1 | -2.1% | 13.1 | -0.3% | -0.8% | -0.8% | 0.0% | i
N#CC1=C(N)N(c2ccc(Cl)cc2)C2=C(C(=O)CCC2)C1c1cc(CN2CCOCC2)cs1 (stereo not given) | x | -4.2 | -2.4% | -17.0% | x | x | x
CCn1nccc1C(=O)N1C[C@@H](CO)[C@H](c2ccncc2)C1 | 1.2% | 5.8 | 6.7% | 1.1% | -14.1% | -0.6% | -11.9%
O=C(C1CCC1)N1CCC(Oc2cccnc2)C1 (stereo not given) | i | 11.5 | 5.9% | -10.4% | 13.3% | u | i
CS(=O)(=O)CCC(C(=O)Nc1cccc(C(F)(F)F)c1)N1Cc2ccccc2C1=O (stereo not given) | x | -10.5 | 30.3%[activator] | -5.3% | x | x | x
COc1ccc(CCC(=O)NCc2nc3cccnc3n2Cc2ccc(C)cc2)cc1 | x | -2.0 | -7.1% | -19.2% | x | x | x
CCOc1ccccc1Nc1cc(-c2ccccc2)nc(C)n1 | x | -11.0 | 14.7% | -0.6% | x | x | x
Cc1cc(C)n(CC(=O)N(C)C2CCc3nn(CC4CC4)c(=O)n3CC2)n1 (stereo not given) | -10.2% | -11.3 | 3.1% | 0.5% | 0.2% | -12.9% | -13.7%
Cc1cccc(-c2nocc2CCC(=O)NCc2ccc(F)cc2F)c1 | 0.2% | 3.8 | 2.4% | -14.4% | u | -0.2% | u
COc1cc(Nc2nc(-c3cccc(OC)c3OC)no2)cc(OC)c1OC | -38.5% | 0.1 | 90.6%[activator] | -8.3% | u | -15.0% | u
Cc1ccc(CNS(=O)(=O)c2c(C(=O)N3CCC(C)CC3)c(C)n(C)c2C)cc1 | x | 3.6 | -16.8% | u | x | x | x
CO[C@H]1C(=O)N(C(C)C)[C@H]1C1CCN(Cc2ccc(F)cc2F)CC1 | i | 11.2 | -2.3% | 4.6% | i | -1.4% | 0.1%
COc1ccc2[nH]c(=O)c(CCC(=O)N(C)CCc3ccccc3)cc2c1 | -3.7% | 35.4 | u | 8.0% | u | -6.1% | u
COc1ccc(OC)c(NC(=O)C2CCN(c3cnc4nccnc4c3)CC2)c1 | -5.5% | -0.2 | 24.3% | 3.2% | 39.8µM* | 6.1% | u
CSCCC(NS(=O)(=O)c1ccc2c(c1)oc(=O)n2C)C(=O)Nc1ccc(F)c(Cl)c1 (stereo not given) | x | -13.2 | 13.9% | 1.3% | x | x | x
Cc1nccc(-c2ccccc2)c1C(=O)N1CCOCC1CC(=O)N(C)C (stereo not given) | i | 4.0 | 9.1% | 5.1% | -1.3% | -7.5% | -3.9%
Cn1ncc(N2CCC(CNC(=O)c3ccccc3-c3ncn[nH]3)C2)cc1=O (stereo not given) | 0.8% | -11.7 | -7.1% | 7.4% | -2.8% | -5.7% | 0.5%
Cc1ccccc1N1C(=O)c2cc(S(N)(=O)=O)c(Cl)cc2NC1C (stereo not given) | 3.1%&-7.0% | 13.6 | 12.9% | -20.1% | x | x | x
CCc1cccc(-n2c(C)nc3c(cnn3-c3ccc(C)c(C)c3)c2=O)c1 | x | 3.0 | 49.8%[activator] | 10.6% | x | x | x

Reprinted from the part before: 2 compounds; new compounds follow.
SMILES | GPT2 inhibitor | IP6K1 inh | SNCA expr inhib | SNCA viab count | HEK293 tox | FLuc inh | NIH3T3 tox
Cc1ccccc1N1C(=O)c2cc(S(N)(=O)=O)c(Cl)cc2NC1C (stereo not given) | 3.1%&-7.0% | 13.6 | 12.9% | -20.1% | x | x | x
CCc1cccc(-n2c(C)nc3c(cnn3-c3ccc(C)c(C)c3)c2=O)c1 | x | 3.0 | 49.8%[activator] | 10.6% | x | x | x
O=[S+]1([O-])NCC2(CCCN(Cc3ccncc3)C2)Oc2ncccc21 (stereo not given) | -7.5% | 8.8 | -14.6% | -6.0% | i | x | i
Cc1ccc(NS(=O)(=O)c2ccc3c4c(cccc24)C(=O)N3)c(C)c1 | x | -4.8 | -13.9% | -4.8% | x | x | x
CN(Cc1ccccc1Cl)C(=O)c1coc(COc2ccc3c(c2)OCO3)n1 | i | 12.2 | 2.8% | 10.1% | u | -15.0% | u
COc1ccc(C(=O)N2CCCCCC2c2nc(-c3cccnc3)no2)cc1 (stereo not given) | i | 8.8 | 9.4% | -15.7% | u | -1.9% | -25.3%
Fc1ccc(N2CCN(Cc3cccn3-c3nnc(N4CCN(C5CCCCC5)CC4)s3)CC2)cc1 | x | 15.5 | 37.5%[activator] | 4.2% | x | x | x
Cc1cnc(C2CCN(Cc3ccc(F)cc3F)C2)n1Cc1ccccc1 (stereo not given) | u | 1.7 | -26.0% | 0.7% | u | x | u
O=C(C1CCCO1)N1CCCC(c2ccccc2)(c2ccccc2)C1 (stereo not given) | i[11.5 µM] | 25.6 | -17.3% | -7.6% | u | 3.5% | -2.5%
C[C@@H]1O[C@@H](OC2C(O[C@H]3[C@H](O[C@H]4CC[C@@]5(C)C(CC[C@]6(C)C5CC=C5C7CC(C)(C)CC(O)[C@]7(C)CC[C@]56C)C4(C)C)O[C@H](C(=O)O)[C@@H](O)[C@@H]3O)OC(CO)C(O)C2O)[C@H](O)[C@H](O)[C@H]1O (stereo not given in full) | -4.7%[17.1 µM] | -13.4 | x | -12.5%[12.5 µM] | x | x | x
CC1(C)[C@H](Cc2cc(COc3ccccc3)on2)C[C@@H]1NC(=O)c1ccnc(Cl)c1 | 3.5%[88.5 µM] | 0.8 | -6.8%[87.6 µM] | -2.4%[87.6 µM] | i | 5.9%[172 µM] | 4.4%[174 µM]
CCOc1ccc(-c2cc(C(=O)Nc3ccc(NC(C)=O)cc3)no2)cc1 | x | -26.9* | 13.6% | 12.2% | x | x | x
Cc1ccc(-c2nc3nc(C)cc(N4CCN(c5cccc(C)c5)C(C)C4)n3n2)cc1 (stereo not given) | x | 10.5 | 18.6% | 5.7% | x | x | x
Nc1ccc(O)c(C(=O)O)c1 | u | -22.0 | -15.4%[25.6 µM] | -1.1%[23.9 µM] | x | x | x
O=C(NCCc1ccccc1)C1(CCO)CCN(c2ncccn2)C1 (stereo not given) | i | -2.6 | 32.7%[activator] | u | u | x | -26.0%
COc1ccc(C(=O)NCC23CCC=C2N(C)C(=O)CC3)cn1 (stereo not given) | -17.7% | -10.2 | -17.0% | 0.4% | i | 0.7% | -4.2%
Cc1nn(CC(=O)NCc2ccc(N(C)C)cc2)c(=O)c2nc(C(C)C)sc12 | 1.1% | -2.1 | -10.6% | -6.7% | -0.6% | -16.2% | i
Cc1ccc(-c2c(C(=O)NCCc3ccc(Cl)cc3)nc3sccn23)cc1 | 0.8% | 11.4 | -6.5% | -8.6% | 35.5µM* | x | u
CC1(C)CC(C(=O)N2CCC3(CC2)C(=O)Nc2ccccc23)CCO1 (stereo not given) | i | 7.6 | -4.0% | 8.4% | -2.7% | -11.3% | 5.0%
Cc1cc(C)n(CC(=O)N2C[C@@H](CO)[C@H](c3ccccn3)C2)n1 | 2.7% | 8.8 | -15.1% | 4.8% | -8.5% | -1.3% | 0.7%
Cc1noc2nc3c(c(C(=O)N[C@H]4CC[C@H]4N)c12)CCC3 | -8.7%[11.5 µM] | 5.8 | 6.1% | 5.7% | -2.3% | 8.3% | -8.6%
O=C(CSc1nccn1-c1cccc(Cl)c1)Nc1cccc2ccccc12 | x | -14.4 | 6.4% | -2.1% | x | x | x
O=c1[nH]c2cc(Br)ccc2n2cccc12 | x | 27.4 | 2.5% | -12.4% | x | x | x
CCn1cnnc1CC1CCN(C(=O)C2CCN(Cc3nc(-c4ccc(C)cc4)oc3C)CC2)CC1 | i | 4.7 | 2.3% | 1.1% | -5.8% | -6.9% | -3.3%
O=C(NCCc1ccccc1)N1CCN(C(=O)N2CC3CC(C2)[C@H]2CCCC(=O)N2C3)CC1 (stereo not given in full) | i | 29.1 | -25.2% | -6.6% | -0.3% | -9.0% | i
CC(=O)OCC1OC(OC2COC(OC3COC(OC4C(OC5C(CO)OC(OC6CCC7(C)C(CCC8(C)C7CC=C7C9CC(C)(C)CCC9(C(=O)OC9OC(CO)C(O)C(O)C9OC9OCC(OC%10OCC(O)(CO)C%10O)C(O)C9O)C(O)CC78C)C6(C)C)C(O)C5O)OCC(O)C4O)C(O)C3O)C(O)C2O)C(OC(=O)/C=C/c2ccccc2)C(O)C1OC(C)=O (stereo not given) | u | 9.4 | x | -19.4%[5.56 µM] | x | x | x
O=C(c1ccccc1-c1ncc[nH]1)N1CCOC(Cc2cccc(F)c2)C1 (stereo not given) | i | 14.0 | -5.6% | 5.5% | -4.8% | 0.3% | -6.3%
CCCCc1nc2cc(C(=O)N(C)Cc3ccc4nonc4c3)ccc2o1 | u | 9.6 | 7.2% | 1.1% | u | -2.7% | u
CCN1CCC(N[C@@H]2CC[C@@H]2NC(=O)CCCc2ccccc2)CC1 | -6.2% | -15.2 | 15.7% | 7.2% | -8.8% | 0.1% | -13.0%
Fc1ccc(-c2nnc3ccc(N4CCN(c5ccccn5)CC4)nn23)nc1 | 0.3%[88.5 µM] | -11.6 | -8.9%[87.6 µM] | 4.8%[87.6 µM] | -6.3%[172 µM] | 8.5%[172 µM] | u
COc1cccc(CN2CC(Oc3ccccc3C(=O)N3CCOCC3)C2)c1 | -17.6% | -12.3 | -16.5% | -20.6% | -10.9% | x | -22.8%
CC(C)CCC(=O)N1CCC2(CC1)N(C)C(=O)CS2(=O)=O | i | 8.1 | 29.0% | -7.8% | 1.8% | 4.0% | -1.6%
